# Ba/F3 V617F tox: lowers viability of Ba/F3 cells expressing EpoR and JAK2V617F | ATP luminescence | inhibition, % at 5.6 µM | 1.1% of 220,000 active | AID 1446;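 active = inhibition above the campaign mean plus 3 SD over all tested compounds, cut at about 24% in these data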;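 note: cytokine-independent growth of Ba/F3 cells driven by EpoR plus mutant JAK2; 0% = DMSO-treated cells and 100% = JAK inhibitor I control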
# NCF1 inh: blocks human p47phox regulatory protein of NADPH oxidases; P14598; 0.53% of 220,000 active; p47phox/p22phox peptide binding, fluorescence polarization, 2 h; inhibition, % at 24.7 µM;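 active = inhibition above about 30%, limit read from the data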;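 note: 0% = p47phox with labelled peptide and 100% = labelled peptide alone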
# CHOP inh: inhibitors of CHOP induction in ER stress response. CHO-K1 CHOP-promoter luciferase, tunicamycin-induced, 15-18 h. inhibition, % at 10 µM. 3.8% of 220,000 active. AID 2732;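 active = compounds that reduced the stress-induced luciferase reporter signal by more than about 70% of percent inhibition, limit read from the data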;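 note: 0% = tunicamycin plus vehicle and 100% = wells without tunicamycin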
# NPY-Y1 PAM-ag: human NPY-Y1 potentiation or agonism, primary screen; NPY-Y1 expressing cells, potentiator/agonist activation; activation, % at 3.6 µM; 0.37% of 220,000 active; P25929; AID 1304; in the data active = activation above about 33%, passing the limit was not always enough;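 note: cells stimulated with NPY at EC10 then isoproterenol at EC100; 0% = low agonist plus stimulus and 100% = saturating agonist plus stimulus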
# Target sequence (P25929 whole entry, looked up): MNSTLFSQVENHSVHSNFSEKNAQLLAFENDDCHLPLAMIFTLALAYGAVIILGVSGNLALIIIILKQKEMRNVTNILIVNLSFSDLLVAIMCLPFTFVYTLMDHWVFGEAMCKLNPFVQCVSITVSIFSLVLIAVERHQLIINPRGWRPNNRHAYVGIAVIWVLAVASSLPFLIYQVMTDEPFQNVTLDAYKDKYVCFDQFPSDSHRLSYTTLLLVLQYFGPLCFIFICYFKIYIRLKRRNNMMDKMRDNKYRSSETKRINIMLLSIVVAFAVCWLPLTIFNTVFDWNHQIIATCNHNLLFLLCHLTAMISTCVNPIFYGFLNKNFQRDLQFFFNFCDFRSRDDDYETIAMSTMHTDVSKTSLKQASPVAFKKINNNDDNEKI
# BaF3 tox: reduces parental Ba/F3 cell viability, JAK2V617F counter-screen; AID 1486; CellTiter-Glo ATP luminescence; inhibition, % at 5.6 µM; 1.1% of 220,000 active;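 active = inhibition above a per-campaign cutoff, the mean inhibition of all tested compounds plus 3 SD, cut at about 27% in these data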;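 note: 0% = DMSO wells and 100% = JAK Inhibitor I control wells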
# NPY Y1 blocker: antagonists of human neuropeptide Y receptor Y1. P25929. HEK293-CNG Y1 cells, membrane potential fluorescence; NPY at EC95, then isoproterenol. inhibition, % at 3.6 µM. 1% of 200,000 active. AID 1040;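 active = inhibition above the campaign mean inhibition of all tested compounds plus 3 SD, cut at about 20% in these data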;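 note: 0% = DMSO wells given NPY plus isoproterenol and 100% = isoproterenol alone without NPY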
#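 Material: HEK293 Y1/CNG channel cell line; also added: NPY (25 nM), isoproterenol (1 µM), Ro 20-1724 (25 µM); doses: one concentration, 3.6 µM, in 0.4% DMSO; schedule: compound incubation 1 h at room temperature, readout 45 min post-stimulation; technique: membrane potential fluorescence; measure: fluorescence ratio normalized to % inhibition between controls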
# NPY-Y2 PAM-ag: potentiates or activates human NPY-Y2 receptor. P49146. cells expressing NPY-Y2, potentiator/agonist read-out. activation, % at 3.6 µM. 0.45% of 220,000 active. AID 1359; in the data active = activation above about 27%;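 note: cells stimulated with NPY near EC25 plus isoproterenol at EC100; 0% = vehicle plus submaximal agonist and 100% = vehicle plus saturating agonist; some results beyond the cut were filed as inactive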
# S1P4 ag: human S1P4 receptor agonism. 0.35% of 220,000 active. O95977. S1P4-expressing cell line, agonist reporter assay. activation, % at 4.98 µM; in the data active = activation above about 11%;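 note: 0% = DMSO vehicle and 100% = reference agonist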
# Target sequence (O95977 whole entry, looked up): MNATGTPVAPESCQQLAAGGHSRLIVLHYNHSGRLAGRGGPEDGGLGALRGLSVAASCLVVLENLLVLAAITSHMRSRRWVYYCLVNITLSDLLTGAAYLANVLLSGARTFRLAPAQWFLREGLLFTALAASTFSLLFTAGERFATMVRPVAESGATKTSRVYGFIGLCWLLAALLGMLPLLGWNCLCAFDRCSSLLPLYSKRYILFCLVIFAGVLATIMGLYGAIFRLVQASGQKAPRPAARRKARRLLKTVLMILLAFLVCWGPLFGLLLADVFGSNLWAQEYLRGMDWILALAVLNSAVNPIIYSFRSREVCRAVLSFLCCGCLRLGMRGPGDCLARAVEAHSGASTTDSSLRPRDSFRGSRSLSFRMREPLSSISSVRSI
# S1P4 antag: antagonists of human S1P4 receptor. O95977. S1P4-expressing cells, antagonist mode, reporter read-out. inhibition, % at 4.98 µM. 0.26% of 220,000 active. AID 1510; in the data active = inhibition above about 29%;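 note: 0% = wells stimulated with agonist and 100% = vehicle wells without agonist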
# An asterisk follows results filed as active; . = no result given.
SMILES,Ba/F3 V617F tox,NCF1 inh,CHOP inh,NPY-Y1 PAM-ag,BaF3 tox,NPY Y1 blocker,NPY-Y2 PAM-ag,S1P4 ag,S1P4 antag
CN(CCOc1cccc(C(F)(F)F)c1)Cc1ccccc1,-1,-17,-12,-3,3,9,4,-0.6,4
CCN(CC)c1ccc(NC(=O)c2ccccc2OCC(=O)OC)cc1,3,11,3,-8,0,-7,3,-0.2,16
Cc1ccc(N(C)C(=O)n2cnc3ccccc32)cc1,0,4,-10,-2,4,5,0,5.8,0
CCO[C@@H]1OC(C(=O)N2CCN(C)CC2)=C[C@H](c2coc3ccccc3c2=O)[C@H]1CCCO,-1,-3,1,-7,-1,-2,-1,-0.4,4
O=S(=O)(NCc1ccco1)c1cnc(Cl)c(Br)c1,1,-6,-26,11,1,-2,-4,-0.3,16
CCCCC(=O)Nc1sc2c(c1C(=O)OCC)CCC(C=O)=C2Cl,-3,-12,117*,1,1,-1,-1,-1.1,1
CC(NC(=O)c1ccccc1NC(=O)c1ccncc1)c1ccccc1 (stereo not given),3,11,17,-9,4,3,-1,1.7,5
COc1ccccc1C(=O)Nn1c(-c2cccs2)nc2ccccc2c1=O,4,-21,-8,-13,11,6,-4,2.1,-10
CCOc1ccc(C(=O)Nc2ccc(NC(=O)c3cccs3)cc2)cc1[N+](=O)[O-],-1,-5,7,-24,5,-4,-6,-0.3,-11
CC1=C(C(N)=O)C(c2ccccc2F)NC(=O)N1 (stereo not given),-2,-9,-16,-35,0,2,8,-4.4,-2
COC(=O)c1ccccc1NS(=O)(=O)c1ccc2c3c(cccc13)C(=O)N2,-3,.,.,-21,-1,0,-5,1.1,-9
Cc1ccc(-c2nc(N)sc2CC(=O)OCC(=O)NC2CCCC(C)C2C)cc1 (stereo not given),4,-25,28,-9,11,2,4,-3.1,-4
CC(/C=N\N1CCN(c2ccc(Cl)cc2)CC1)=C\c1ccccc1,1,-8,37,19,-2,-1,11,1.1,-9
COC(=O)C(NC(C)=O)(Nc1ccccn1)C(F)(F)F (stereo not given),5,-6,-31,2,9,0,2,-0.5,9
CC(C)Cc1cc(C(=O)Nc2sc3c(c2C#N)CCCC3)no1,-2,-9,77*,-21,0,4,-3,-1.1,8
CCOC(=O)/C=c1\s/c(=C\c2ccc3cc(OC)ccc3c2)c(=O)n1CC(=O)NCC1CCCO1 (stereo not given),1,-12,-47,9,4,-4,2,1.4,-16
CC(Sc1nnc(-c2ccc(Cl)cc2)n1C)C(N)=O (stereo not given),-1,-10,23,-3,0,-5,6,-1.0,9
Cc1cc(C(=O)N/N=C/c2cccn2C)n[nH]1,0,-29,18,0,8,-4,7,2.0,-5
Cc1cccc(C)c1OCC(=O)NCc1nnc(SCC(=O)NC2CCCCC2)n1C,0,-4,9,-26,2,1,-5,0.5,-3
O=C(Nc1ccccc1)Nc1ccc(Cl)c(S(=O)(=O)N2CCOCC2)c1,2,-1,17,10,1,-2,15,1.2,-22
CCOC(=O)Cc1nc2cc(Cl)ccc2o1,-3,-13,-11,-14,-3,14,-22,-0.4,-2
Oc1ccccc1CNc1ccc(OC(F)(F)F)cc1,1,-10,25,28,3,-6,11,0.9,-7
COCc1cc(=O)n2[nH]c(-c3ccsc3-n3c(C)ccc3C)cc2n1,-1,-13,56,9,4,0,13,2.3,-8
Cc1ccc([N+](=O)[O-])c(OCCN2CCC(Cc3ccccc3)CC2)c1,-1,-7,15,9,4,3,11,2.7,-12
COc1ccc2c(c1)C(=O)c1ccccc1CO2,-3,6,-7,-11,3,1,1,-0.4,4
# The listing continues:
SMILES,Ba/F3 V617F tox,NCF1 inh,CHOP inh,NPY-Y1 PAM-ag,BaF3 tox,NPY Y1 blocker,NPY-Y2 PAM-ag,S1P4 ag,S1P4 antag
CC1CC(C)CN(CCCNC(=O)C2CCN(c3ncnc4c3sc3cccc(F)c34)CC2)C1 (stereo not given),1,2,-22,-27,3,.,-25,-1.5,5
Cc1c(NC(=O)C(C)OC(=O)c2cc(Cl)nc(Cl)c2)c(=O)n(-c2ccccc2)n1C (stereo not given),0,3,-1,-16,8,0,0,3.5,-17
O=C(CN1C(=O)COc2ccccc21)Nc1ccc2c(c1)OCCO2,2,-1,3,1,5,1,-2,0.4,-14
CNC(=O)COC(=O)c1ccc(Cl)c(S(=O)(=O)N2CCCC2)c1,-2,-4,13,5,3,-5,-9,0.3,-8
N#CCC(=O)N/N=C/c1ccc(OC2CSC2)cc1,-1,-3,23,21,4,-6,12,0.9,-7
COCc1nc2ccccc2n1Cc1c(F)cccc1Cl,-2,-3,-14,7,12,4,0,0.1,10
Cc1[nH]c2ccccc2c1/C=N/NC(=O)Nc1ccccc1,0,-14,-35,17,1,-5,23,1.0,-37
CCn1c(=O)c(C(=O)Nc2ncccc2C)c(O)c2ccccc21,4,7,39,-3,11,1,-8,-0.6,1
CCc1nc(C)ccc1OCC(=O)N(CC)CC,-1,8,19,-8,5,1,-5,2.9,-4
O=C(NCCN1C(=O)S/C(=C\c2ccccc2)C1=O)C1CCN(S(=O)(=O)c2cccs2)CC1,-3,-12,19,-40,3,3,4,2.1,-16
CCn1c(SCC(=O)c2ccc3ccccc3c2)nnc1-c1cccs1,-2,-15,2,-9,-3,5,-18,-0.1,-14
N#Cc1cn(CCOc2ccc(F)cc2)c2ccccc12,-2,-10,55,5,4,-4,4,-1.6,-17
C=CS(=O)(=O)c1ccc(Oc2ccc(S(=O)(=O)C=C)cc2)cc1,84*,-2,.,31,68*,3,4,-2.1,26
CC(C)OC(=O)CSc1nnc(-c2ccc(Cl)cc2Cl)n1N,2,-8,32,6,1,5,-10,1.7,-1
COC(=O)c1ccc(N=Nc2ccccc2)cc1,-5,-8,20,28,3,2,15,0.5,-8
Cc1ccc2[nH]c(=O)c(C3C(C#N)=C(N)Oc4c3ccc3cccnc43)cc2c1 (stereo not given),-3,9,97*,-3,2,15,-2,-2.5,-6
CCCn1c(-c2cc(OC)c(OC)c(OC)c2)nc2nc3ccccc3nc21,1,-6,-10,-12,9,1,-27,-0.2,-13
Cc1c(NC(=O)CN2C(=O)c3ccc([N+](=O)[O-])cc3C2=O)c(=O)n(-c2ccccc2)n1C,4,2,-11,-5,-5,1,-6,-1.6,-16
c1ccc(CN2CCN(CCN3CCn4c3nc3ccccc34)CC2)cc1,3,3,10,-20,12,2,2,-0.4,-17
Cn1cnnc1SCC(=O)c1cccc([N+](=O)[O-])c1,0,-12,33,7,3,-3,1,1.0,-2
CC1CC(C)CN(CC(O)COCCOc2ccc(Br)cc2)C1 (stereo not given),1,-3,9,-3,5,6,-3,-0.6,-19
CCOC(=O)c1cccc(NC(=O)CSc2nnc(COc3ccccc3)n2CC)c1,1,-21,54,-11,5,7,-8,-1.2,1
COc1ccc(CNC(=O)CSc2cccc3cccnc23)cc1,-1,-4,-12,-3,7,.,-8,-0.3,-10
O=C(NCSc1ccnc(SCNC(=O)c2ccccc2)n1)c1ccccc1,4,-4,-22,4,5,2,-13,-1.5,-8
CCOc1ccc(-n2c(=O)c3c(C)c(C(=O)N(C)C)sc3n(CC(=O)Nc3ccccc3F)c2=O)cc1,3,-9,21,-3,8,0,-3,-0.3,-7
# Following part:
SMILES,Ba/F3 V617F tox,NCF1 inh,CHOP inh,NPY-Y1 PAM-ag,BaF3 tox,NPY Y1 blocker,NPY-Y2 PAM-ag,S1P4 ag,S1P4 antag
CC(NC(=O)c1ccccc1)c1nc2ccccc2n1Cc1ccc(C#N)cc1 (stereo not given),-5,-15,-31,4,1,-3,13,1.2,-25
CC(NC(=O)C(=O)NN=C1CCCC1)c1ccccc1 (stereo not given),4,2,-8,7,6,7,-2,-1.2,-4
CCOc1ccc(C2C3=C(CCCC3=O)Nc3ccc4ncccc4c32)cc1 (stereo not given),-7,2,-44,13,-8,.,-8,-0.2,-5
S=c1[nH]nc(C2CCCCC2)n1/N=C/C=C/c1ccccc1,-2,-10,105*,-31,2,8,-6,1.6,-8
O=C(Nc1ccc2c(c1)Cc1ccccc1-2)c1ccco1,-1,-9,-5,-8,5,-7,10,1.1,-14
O=C(Nc1ccc(O)c(-c2nc3ccccc3s2)c1)c1cccs1,-3,-15,11,13,4,-3,8,-0.3,-9
COc1ccccc1NC(=O)C1CCCCN1S(=O)(=O)c1ccc(F)cc1 (stereo not given),4,3,24,-8,7,3,-28,-0.5,15
COc1ccc(CNC(=O)C2CCN(S(=O)(=O)c3cc(OC)ccc3OC)CC2)cc1,1,-11,53,-14,3,-2,3,-2.2,-1
CCOC(=O)c1cc2c(ccn2C)n1CC(=O)N1CCN(c2ccc(F)cc2)CC1,2,-2,-13,8,5,8,15,0.6,-12
CCSC(=O)NC12CC3CC(CC(C3)C1)C2,1,3,52,8,1,0,6,1.8,-3
C=C(C)c1cccc(C(C)(C)NC(=O)N2CCCCC2CC)c1 (stereo not given),-4,-9,21,6,3,4,-14,-4.1,-23
Nc1nonc1-c1nc2ccccc2n1CCC(=O)O,-1,2,-24,16,-1,2,5,0.9,-20
COc1ccc(C)cc1Nc1cc(C)nc2nc(C)nn12,3,-2,.,2,9,-1,-3,0.4,3
CCOc1cc(NC(=S)NCC2CCCO2)c(OCC)cc1NC(=O)c1cccc(F)c1 (stereo not given),-3,0,-5,5,0,-2,20,2.8,-13
COC(=O)c1cccc(-n2nnnc2SCC(=O)Nc2cc(C)on2)c1,-3,-13,12,-13,0,-1,5,-0.1,1
Cc1c(Cl)cccc1NC(=O)c1ccc(-n2ccnc2)nc1,0,-8,15,31,0,9,8,0.5,-9
CCOC(=O)c1c(-c2cccs2)csc1N,1,0,34,-3,7,0,-8,-0.3,10
O=C(CSc1nnc(CNC(=O)C23CC4CC(CC(C4)C2)C3)n1-c1ccc(F)cc1)Nc1ccc(F)cc1,-1,-9,29,11,9,0,-2,-0.6,0
COc1cccc(/C=N/NC(=O)CN2CC(c3ccccc3)CC2=O)c1O (stereo not given),0,2,29,7,2,5,10,1.6,5
CCOC(=O)C1CCCN(C(=O)CCNS(=O)(=O)c2ccc3c(c2)CCC(=O)N3)C1 (stereo not given),-3,-9,14,-26,1,6,-13,-0.1,6
OC(CNCCc1ccc(C(F)(F)F)cc1)COc1cccc2ccccc12 (stereo not given),-1,-12,108*,60*,5,-8,46*,0.3,-16
O=[N+]([O-])c1ccc(N2CCN(c3ccccc3F)CC2)c(S(=O)(=O)N2CCOCC2)c1,2,-47,-10,-4,6,18,6,-2.7,-15
Cc1cc(C)n(CC(=O)N2CCCC(C(=O)c3cccc(OC(C)C)c3)C2)n1 (stereo not given),2,6,9,5,3,3,-7,2.4,-16
CC(=O)c1ccc(NC(=O)CSc2nnc(-c3ccoc3C)n2Cc2ccccc2)cc1,1,-8,-7,3,3,-11,1,2.5,-53
CC(=O)c1cc(OC(=O)c2ccncc2)ccc1OC(=O)c1ccncc1,-1,-4,5,5,1,6,-3,0.3,-9
COc1ccc(-n2nc3cc(C)c(NC(=O)c4cccnc4)cc3n2)cc1,-3,-6,-5,-5,-1,-3,3,2.5,-33
CSCCC(C(=O)N1C[C@]2(C)C[C@H]1CC(C)(C)C2)N1C(=O)c2ccccc2C1=O (stereo not given in full),3,-16,28,8,-3,-1,-4,-1.4,-1

# Reformatted with two lines to a compound: part of the list above
# Order of values: Ba/F3 V617F tox | NCF1 inh | CHOP inh | NPY-Y1 PAM-ag | BaF3 tox | NPY Y1 blocker | NPY-Y2 PAM-ag | S1P4 ag | S1P4 antag
- O=C(Nc1ccc(O)c(-c2nc3ccccc3s2)c1)c1cccs1
  -3 | -15 | 11 | 13 | 4 | -3 | 8 | -0.3 | -9
- COc1ccccc1NC(=O)C1CCCCN1S(=O)(=O)c1ccc(F)cc1 (stereo not given)
  4 | 3 | 24 | -8 | 7 | 3 | -28 | -0.5 | 15

# Screening results as filed in PubChem.
